Screening data deposited in PubChem BioAssay by several laboratories.
CatB block – human cathepsin B inhibitors, primary screen, biochemical, fluorogenic substrate. P07858. purified cathepsin B, fluorescence. inhibition, %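 (tested at 10 µM)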. 0.1% of 63,000 active. AID 453, 2006; in the data active = inhibition above about 21%;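 also: 0% = enzyme with no compound and 100% = no enzyme blank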
CatG inh – human cathepsin G inhibitors, primary screen, biochemical, pooled compound mixtures, AMC fluorescence | P08311 | purified enzyme, AMC-tetrapeptide fluorescence | inhibition, % at 5 µM (by protocol) | 0.2% of 62,000 active | AID 581, 2007;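 active = inhibition above 20% in each of the two mixture wells holding the compound; inactive = inhibition of 20% or less in either well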;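 also: 0% = enzyme control without mixture and 100% = blank lacking enzyme; strong numbers were not always called active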
CatB mixtures – cathepsin B inhibitors from pooled compounds, primary screen, biochemical, compound mixtures, AMC fluorescence; P07858; Purified cathepsin B, AMC dipeptide fluorescence; inhibition, %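 (ten-compound pools at 5 µM per compound and 50 µM total)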; 0.06% of 62,000 active; AID 488, 2006; in the data active = inhibition above about 22%, passing the limit was not always enough; inconclusive = no clear call, values can overlap the other calls;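 also: 0% = enzyme without compound and 100% = no enzyme blank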
Her2 expr inh – inhibitors of Her2 protein expression, primary screen, SKBR-3 cells, AlphaScreen, 66K library; HER2 level % of control, % at 10 µM; SKBR-3 HER2 protein level, 18-24 h; hits give low values; 0.69% of 65,000 active;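 active = HER2 level under 5% of the carrier-only control; inconclusive = no clear call, values can overlap the other calls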;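 also: 100% = DMSO carrier and 0% = 500 nM PU-H71 HSP90 inhibitor; lower value means stronger loss of Her2 protein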
C1s inh – complement C1s protease inhibitors, primary screen, biochemical, 10-compound mixtures. Complement C1s subcomponent (Homo sapiens), P09871. purified C1s, fluorogenic AMC substrate, pooled mixtures. mean inhibition % of two 10-compound mixtures (hits give high values), % at 5 µM (by protocol). 0.16% of 62,000 active. AID 538, 2006;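 active = inhibition above 20% in each of the two 10-compound mixture wells holding the compound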;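 also: 0% = enzyme wells lacking compound mixture and 100% = no-enzyme blank wells; some compounds called inactive have numbers as strong as hits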
CatL block – inhibitors of human cathepsin L, biochemical | inhibition, %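 (tested at 10 µM)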 | 0.17% of 58,000 active | Procathepsin L (Homo sapiens), P07711 | AID 460, 2006 | purified cathepsin L, fluorogenic substrate, fluorescence; in the data active = inhibition above about 45%;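 also: 0% = enzyme with no compound and 100% = no enzyme blank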
CatS block – inhibitors of human cathepsin S, biochemical, compound mixtures. P25774. recombinant cathepsin S, AMC dipeptide fluorescence, pooled mixtures. inhibition, %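 (tested at 5 µM per compound within 10-compound mixtures)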. 0.06% of 62,000 active; in the data active = inhibition above about 32%, passing the limit was not always enough; inconclusive = no clear call, values can overlap the other calls;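 also: 0% = enzyme without compound and 100% = blank without enzyme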
PKA inh – inhibitors of human PKA kinase activity, primary screen, biochemical, ATP-depletion luminescence, Kemptide substrate; PKA Kemptide phosphorylation, Kinase-Glo ATP luminescence; inhibition, % at 6 µM; 0.1% of 65,000 active;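 active = inhibition above the screen-wide mean inhibition plus 3 SD, cut at about 21% in these data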; also: many of its hits are not listed in these tables
ROCK2 blocker – inhibitors of human ROCK2 kinase, primary screen, biochemical, high-throughput, luminescence | Rho-associated protein kinase 2 (Homo sapiens), O75116 | purified ROCK2, Kinase-Glo ATP depletion luminescence | inhibition, % at 6 µM | 0.35% of 60,000 active | AID 604, 2007;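 active = inhibition above the screen-wide mean inhibition plus 3 SD, cut at about 18% in these data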;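 also: plate controls were DMSO wells for no effect and Y-27632 control wells after no-enzyme background subtraction for full effect; many of its hits are not listed in these tables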
Numbers without * were called inactive; ? = inconclusive; . = no result given.

SMILES	CatB block	CatG inh	CatB mixtures	Her2 expr inh	C1s inh	CatL block	CatS block	PKA inh	ROCK2 blocker
CN1C(=O)N(C)C(=O)C(CCc2ccccn2)(CCc2ccccn2)C1=O	6	10	3	88	12	9	3	-1	2
CCOC(=O)N(C)c1ccc(C(O)(C(=O)OCC)C(F)(F)F)cc1 (centres undefined)	0	0	-1	103	-5	26	17	-7	-3
CCOC(=O)C1CCN(C(C)C(=O)c2c(C)[nH]c3cc(C)ccc23)CC1 (centres undefined)	0	-1	4	133	-10	0	9	2	3
COCCOC(=O)C1=C(N)Oc2c(c(=O)oc3ccccc23)[C@@]12C(=O)Nc1ccccc12	8	.	.	93	.	19	.	5	8
CC1CC2(O)c3no[n+]([O-])c3CCC2N1O (centres undefined)	0	-2	4	94	-27	-8	3	2	4
O=c1[nH]c2ccccc2c(=O)n1-c1cccc(Cl)c1	1	.	.	126	.	10	.	-2	0
NCCc1c[nH]c2ccc(F)cc12	.	-1	1	110	3	-2	-1	14	15
CC1(C)C(C(=O)NCc2ccco2)C1(C)C	3	-13	2	97	-8	-10	-5	0	-11
CCCNc1oc(-c2cccc3ccccc23)nc1C#N	-7	-27	-13	78	-50	-177	-29	6	5
CCCCc1ccc2[nH]cc(CCN)c2c1	2	2	-1	80	-7	-5	1	-2	-7
COc1ccc2c(c1OC)C(=O)OC2c1c(O)n(Cc2ccc(F)cc2)c(=O)[nH]c1=O (centres undefined)	-2	-1	-4	71	-2	1	-2	0	-1
C[N+]1(C)CCc2cc3c(cc2[C@H]1[C@@H]1OC(=O)c2c1ccc1c2OCO1)OCO3	.	2	6	86	3	8	-3	-4	-6
C[C@H]1CCC[C@@H](O)CCC/C=C/c2cc(O)cc(O)c2C(=O)O1	3	2	0	-14*	6	-7	-3	3	.
COc1ccc(CN2CC3CC(C2)c2cccc(=O)n2C3)cc1OC (centres undefined)	2	4	15	105	-3	10	19	3	1
O=c1c2cc(Cl)cc(Cl)c2nc(CN2CCOCC2)n1-c1ccccc1F	0	11	4	70	19	-18	-2	-2	-12
O=c1cccc2n1CC1CC2CN(Cc2c(F)cccc2Cl)C1 (centres undefined)	2	7	1	75	-14	12	-4	1	3
O=c1[nH]c(=O)n(CCc2ccc(F)cc2)c(O)c1C=NCCCN1CCOCC1	5	8	2	127	12	0	-3	4	4
Cc1cc(N2C(=O)CC(N3CCC(n4c(=O)[nH]c5ccccc54)CC3)C2=O)no1 (centres undefined)	-1	11	5	101	15	6	3	3	2
[O-][n+]1onc2c1CCC1N(O)CCC21O (centres undefined)	1	4	1	115	-27	0	-6	6	8
N=Cc1c(O)n(-c2cccc(Cl)c2)c(=O)[nH]c1=O	-3	1	-3	105	-9	15	9	-6	-4
O=C(COc1ccccc1)N1CCN(C2CCCC2)CC1	4	-1	4	-4.8*	-8	6	3	4	2
O=C(c1cccc(N2CCCC2=O)c1)N1CCC2(CC1)OCCO2	3	0	-2	73	-106	1	-7	3	4
N=c1sc2c(n1Cc1ccccc1)CCCC2	3	5	-1	103	2	4	0	14	15
O=C(c1ccco1)C12CN3CN(CN(C3)C1)C2	3	.	.	140	.	6	.	4	9
O=C(CCN1CCOCC1)NCC(=O)Nc1ccc(Br)cc1C(=O)c1ccccc1	1	6	2	103	7	-3	-6	1	3
SMILES	CatB block	CatG inh	CatB mixtures	Her2 expr inh	C1s inh	CatL block	CatS block	PKA inh	ROCK2 blocker
CC(CCc1ccccc1)NC(C)C(O)c1ccc(O)cc1 (centres undefined)	3	-9	3	103	2	7	-5	1	4
O=C1C2CCCN2C(c2cccnc2)N1c1nccs1 (centres undefined)	8	15	0	104	18	15	8	9	5
CC(=O)OC1(c2ccc(C)cc2)CN2CCC1c1ccccc12 (centres undefined)	2	12	0	118	-1	24	8	3	-2
CCCC(C)C(=O)NC1CCSC1=O (centres undefined)	-4	0	-4	96	6	-1	-6	-1	1
CCc1nc(N2CCNCC2)c(C#N)c2c1CSC(C)(C)C2	2	.	.	51	.	2	.	2	4
CCCCn1c(O)c(C(C)=NCCCN(CC)CC)c(=O)[nH]c1=O	-2	-4	-4	94	-6	-8	-3	-14	-12
CCOC(=O)C1C(=O)NC2(C)CC1c1cc(OC)ccc1O2 (centres undefined)	-1	1	5	93	-5	-5	-1	7	9
C=CCn1c(O)c(C(=O)CCCCCC)c(=O)[nH]c1=O	-7	-2	3	32	3	-11	-17	0	0
Cc1nc2ccccc2n1C1CCN(Cc2nnnn2CCc2ccccc2)CC1	2	10	0	89	7	32	1	9	6
CC12CCC(=O)C=C1CCC1C2CCC2(C)C(O)CCC12 (centres undefined)	3	-14	0	99	-18	1	0	4	0
CCn1nc(-c2cccs2)nc2c(=O)n(C)c(=O)nc1-2	82*	17	86*	-0.1*	17	81*	87*	2	69*
CNCC(O)c1ccc(O)cc1 (centres undefined)	-1	4	-2	78	-7	15	15	-1	1
CC(=O)Nc1ccc(OC(=O)c2ccccc2N)cc1	2	-5	3	118	-6	-1	6	5	-2
COc1ccccc1N1CCN(Cc2c(F)cccc2Cl)CC1	.	3	-4	131	-37	1	-5	.	.
CCOC(=O)C(C)Oc1cc(C)cc2oc(=O)c3c(c12)CCCC3 (centres undefined)	-8	0	2	94	-31	1	-4	6	.
CCOc1cc(C2NCc3ccccc3-n3cccc32)ccc1O (centres undefined)	-3	2	0	104	-3	5	0	8	6
COc1ccc(N=C(C)c2c(O)n(C)c(=O)n(C)c2=O)c(OC)c1	0	3	0	91	2	2	1	5	0
Cc1oc(-c2ccccc2F)nc1CS(=O)CC(=O)N1CCC2(CC1)OCCO2 (centres undefined)	-4	-1	3	89	-4	-6	1	5	3
CC(=O)c1ccccc1NC(=O)C1C2CCC(O2)C1C(=O)O (centres undefined)	-3	1	4	112	2	-3	15	-3	0
Cc1cc(C)n(CCOC(=O)C2C(C=C(Cl)Cl)C2(C)C)n1 (centres undefined)	-1	11	0	73	13	9	-3	7	2
CC1(C)CN=C(Nc2ccc(F)c(F)c2)S1	4	11	3	93	17	.	-1	-8	0
O=c1c2ccccc2nc(-c2ccco2)n1-c1ccc(Br)cn1	-1	10	2	94	1	6	0	5	2
O=C(Cn1cnc2sc3c(c2c1=O)CCCC3)NCCC(=O)N1CCC2(CC1)OCCO2	3	9	2	111	5	1	-2	0	0
O=C(O)Cn1cc(C(=O)c2ccccc2)c2ccccc21	4	2	4	116	20	8	1	-1	1
Nc1ccc(S(=O)(=O)N2CC3CC(C2)c2cccc(=O)n2C3)cc1 (centres undefined)	2	0	1	108	-1	6	-3	9	4
SMILES	CatB block	CatG inh	CatB mixtures	Her2 expr inh	C1s inh	CatL block	CatS block	PKA inh	ROCK2 blocker
O=C(Cc1ccccc1)OCCN1CCCCC1	3	9	2	89	9	16	5	9	2
CCOc1ccc(-c2cc(C(=O)N3CCC4(CC3)OCCO4)c3ccccc3n2)cc1	2	7	2	117	-17	-28	4	4	2
CCC(=NCc1ccco1)c1c(O)[nH]c(=O)[nH]c1=O	2	0	-1	77	1	-1	7	3	0
CN(C)P(=NC(=S)c1cccn1C)(N(C)C)N(C)C	0	-4	1	139	-27	-2	-4	11	.
O=c1[nH]c(=O)n(Cc2ccc(F)cc2)c(O)c1C=NCc1cccnc1	2	-4	-4	84	-44	7	-8	4	-1
COc1ccc(OCC(=O)N2CCN(CC3CC4C=CC3C4)CC2)cc1 (centres undefined)	3	-1	2	89	8	23	8	5	1
O=c1c2ccccc2[se]n1-c1ccccc1	.	-23	1	97	5	6	2	-8	-8
CCCCn1c(O)c(C=Nc2c(C)n(C)n(-c3ccccc3)c2=O)c(=O)[nH]c1=O	3	8	3	106	3	7	1	8	6
C=CCn1c(O)c(C(C)=NCCCO)c(=O)[nH]c1=O	2	13	3	85	13	13	16	6	6
c1ccc2c(c1)CNc1ccccc1O2	0	1	-2	116	-6	11	8	-6	-2
O=S1(=O)CC2(N3CCOCC3)CCCCCCC21 (centres undefined)	4	10	5	87	3	1	-7	4	.
CCCCCCn1c(O)c(C=NC2CCCCC2N)c(=O)[nH]c1=O (centres undefined)	-3	1	5	19	1	3	13	3	1
O=C(c1csc2c1CCCCC2)N1CCC2(CC1)OCCO2	0	5	-1	93	-47	-10	-9	-3	4
S=C(c1ccc(Cl)cc1)N1CCOCC1	1	1	-1	108	4	5	-2	10	3
CCCCCCN=C(C)c1c(O)n(CCCC)c(=O)[nH]c1=O	-2	-3	0	134	-1	7	-3	2	0
Cn1c(O)c(C(=O)c2ccccc2Cl)c(=O)n(C)c1=O	0	.	.	104	.	2	.	-3	-11
CCc1sc(C(=O)N2CCC3(CC2)OCCO3)cc1Br	2	-7	0	59	-15	-7	-6	2	-4
CN(C)c1ccc(P(=S)(N(C)C)N(C)C)cc1	2	9	32	92	14	1	?	-4	.
CCC(=O)c1cn(Cc2ccccc2C#N)c2ccccc12	5	0	2	80	-8	31	13	11	1
CN1C(=O)N(C)C(=O)C(CCc2ccncc2)(Cc2ccc3c(c2)OCO3)C1=O	0	7	2	149	12	-19	-9	10	6

Entries above that contain four or more nitrogen atoms, in the order listed:
SMILES	CatB block	CatG inh	CatB mixtures	Her2 expr inh	C1s inh	CatL block	CatS block	PKA inh	ROCK2 blocker
CN1C(=O)N(C)C(=O)C(CCc2ccccn2)(CCc2ccccn2)C1=O	6	10	3	88	12	9	3	-1	2
O=c1[nH]c(=O)n(CCc2ccc(F)cc2)c(O)c1C=NCCCN1CCOCC1	5	8	2	127	12	0	-3	4	4
Cc1cc(N2C(=O)CC(N3CCC(n4c(=O)[nH]c5ccccc54)CC3)C2=O)no1 (centres undefined)	-1	11	5	101	15	6	3	3	2
O=C1C2CCCN2C(c2cccnc2)N1c1nccs1 (centres undefined)	8	15	0	104	18	15	8	9	5
CCc1nc(N2CCNCC2)c(C#N)c2c1CSC(C)(C)C2	2	.	.	51	.	2	.	2	4
CCCCn1c(O)c(C(C)=NCCCN(CC)CC)c(=O)[nH]c1=O	-2	-4	-4	94	-6	-8	-3	-14	-12
Cc1nc2ccccc2n1C1CCN(Cc2nnnn2CCc2ccccc2)CC1	2	10	0	89	7	32	1	9	6
CCn1nc(-c2cccs2)nc2c(=O)n(C)c(=O)nc1-2	82*	17	86*	-0.1*	17	81*	87*	2	69*
O=C(Cn1cnc2sc3c(c2c1=O)CCCC3)NCCC(=O)N1CCC2(CC1)OCCO2	3	9	2	111	5	1	-2	0	0
CN(C)P(=NC(=S)c1cccn1C)(N(C)C)N(C)C	0	-4	1	139	-27	-2	-4	11	.
O=c1[nH]c(=O)n(Cc2ccc(F)cc2)c(O)c1C=NCc1cccnc1	2	-4	-4	84	-44	7	-8	4	-1
CCCCn1c(O)c(C=Nc2c(C)n(C)n(-c3ccccc3)c2=O)c(=O)[nH]c1=O	3	8	3	106	3	7	1	8	6
CCCCCCn1c(O)c(C=NC2CCCCC2N)c(=O)[nH]c1=O (centres undefined)	-3	1	5	19	1	3	13	3	1

The list is partial, so the mix of outcomes need not match the whole.
